SKN-1 block: blocks SKN-1 activity in C. elegans; C. elegans VP596 Pgst-4::GFP/RFP ratio, acrylamide-induced, 24 h; inhibition, % at 21.8 µM; 0.49% of 360,000 active;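 active = interference check ratio from 0.5 to 1.5 plus GFP to RFP signal ratio inhibition reaching or exceeding a fixed threshold, cut at about 30% in these data, passing the limit was not always enough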; note: some compounds called inactive have numbers as strong as hits
Rin1 Abl inh: blocks binding of human Rin1 to Abl | P00519+Q13671 | TR-FRET Rin1/Abl binding, biochemical | inhibition, % at 7.35 µM | 0.4% of 360,000 active; in the data active = inhibition above about 5%, passing the limit was not always enough
Neddyl block: inhibitors of human cullin neddylation; P61081+Q13564; TR-FRET cullin neddylation, biochemical; calls only at 25 µM; 0.58% of 360,000 active; AID 651699; in the data active = inhibition above about 36%
MT1-MMP act inh: blocks activation of human MT1-MMP | HT1080 RFP-PRO-GFP cells, GFP/RFP ratio fluorescence, overnight; percent of plate control window, DMSO zero | GFP/RFP ratio change, % at 20 µM | 0.061% of 360,000 active | P50281;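 active = GFP/RFP ratio change of at least 30% with cell ATP level not reduced by more than half and red fluorescence within 50% of control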; note: strong numbers were not always called active
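Read-out: GFP/RFP fluorescence ratio; Test system: RFP-PRO-GFP reporter HT1080 cells; Compound dosing: single-point 20 µM compound, 1% DMSO; Times: overnight compound exposure at 37 °C.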
MsrA inh: bovine MsrA inhibition; purified bovine MsrA, absorbance read-out; inhibition, % at 15.5 µM; 0.75% of 360,000 active; AID 651718; in the data active = inhibition above about 4.5%;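 note: 0% = vehicle wells with enzyme and 100% = reference inhibitor wells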
E coli Lon inh: E. coli protease La inhibition; 0.42% of 360,000 active; P0A9M0; purified E. coli Lon protease, fluorescence polarization; inhibition, % at 7.94 µM; in the data active = inhibition above about 13%, passing the limit was not always enough;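 note: 0% = enzyme with probe and DMSO and 100% = no enzyme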
Target sequence (P0A9M0 whole entry, looked up): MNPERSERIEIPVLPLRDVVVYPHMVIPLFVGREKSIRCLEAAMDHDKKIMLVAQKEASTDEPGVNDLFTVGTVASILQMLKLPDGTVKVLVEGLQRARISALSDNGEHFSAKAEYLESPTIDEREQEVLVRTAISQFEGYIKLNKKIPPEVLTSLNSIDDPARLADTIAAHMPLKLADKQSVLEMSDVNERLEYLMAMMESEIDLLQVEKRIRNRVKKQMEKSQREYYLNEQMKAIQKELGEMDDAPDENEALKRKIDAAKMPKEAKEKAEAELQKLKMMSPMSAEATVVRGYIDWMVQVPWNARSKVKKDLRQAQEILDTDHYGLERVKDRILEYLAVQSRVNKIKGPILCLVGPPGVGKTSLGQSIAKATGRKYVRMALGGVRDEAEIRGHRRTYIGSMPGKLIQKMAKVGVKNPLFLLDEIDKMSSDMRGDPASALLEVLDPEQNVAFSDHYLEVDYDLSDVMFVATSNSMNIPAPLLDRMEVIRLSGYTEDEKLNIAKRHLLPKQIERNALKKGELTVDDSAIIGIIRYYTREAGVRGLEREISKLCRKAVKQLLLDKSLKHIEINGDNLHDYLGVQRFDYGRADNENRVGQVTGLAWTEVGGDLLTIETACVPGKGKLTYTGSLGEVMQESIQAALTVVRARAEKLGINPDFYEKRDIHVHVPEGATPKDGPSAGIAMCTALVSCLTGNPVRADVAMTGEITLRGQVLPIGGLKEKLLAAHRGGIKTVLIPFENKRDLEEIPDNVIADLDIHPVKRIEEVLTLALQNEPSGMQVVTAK
bovine MsrA act: activators of bovine methionine sulfoxide reductase A. purified bovine MsrA, absorbance read-out. activation, % at 10.6 µM. 0.3% of 360,000 active. AID 602163; in the data active = activation above about 7.5%;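 note: 0% = vehicle and 100% = reference activator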
FAS-TE inh: inhibitors of human fatty acid synthase thioesterase domain | P49327 | recombinant FAS-TE, OMFH fluorogenic substrate, fluorescence endpoint | inhibition, % at 15 µM | 0.67% of 360,000 active | AID 602261;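 active = compounds whose normalised, plate-corrected inhibition of enzyme fluorescence in the single-dose primary screen is 50% or more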;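 note: 0% = DMSO with enzyme and 100% = substrate without enzyme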
CendR NRP1 mod: NRP-1/CendR interaction modulation | O14786 | FAM-RPARPAR peptide binding to NRP-1, fluorescence polarization | inhibition, % at 25 µM | 0.85% of 360,000 active;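 active = inhibition or corrected inhibition above about 18%, plus a signal ratio from 0.5 to 1.5, limit read from the data, passing the limit was not always enough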; note: strong numbers were not always called active
* hit, by the source's call; i = inactive; . = not tested or not shown.

The opening 17 entries as a preview:
SMILES	SKN-1 block	Rin1 Abl inh	Neddyl block	MT1-MMP act inh	MsrA inh	E coli Lon inh	bovine MsrA act	FAS-TE inh	CendR NRP1 mod
NS(=O)(=O)c1ccc(-c2ccc(C=NC3CCS(=O)(=O)C3)o2)cc1 (configuration not stated)	2	-4	i	-3	2.9	-6	-2	-3	-24
OC[C@@H]1CN(Cc2cccnc2)C[C@H](n2cnc3c(NC4CCCC4)ncnc32)O1	4	-1	i	2	-0.5	-6	-5	-8	19
CC(NC(=O)Cc1ccc(NC2=NC3CS(=O)(=O)CC3S2)cc1)c1ccccc1 (configuration not stated)	5	3	i	1	-0.1	-5	-6	-5	-7
Cc1cn([C@H]2C[C@H](O)[C@@H](/C=C/C(=O)NCCc3ccc(S(N)(=O)=O)cc3)O2)c(=O)[nH]c1=O	16	2	i	-1	1.1	-4	-10	1	-5
CC1CCN(c2ncnc3nc[nH]c23)CC1	-18	1	i	-3	0.1	-1	-7	-4	-5
O=C(Nc1cccnc1)Nc1ccc(Cl)cc1Cl	-4	3	i	-3	-1.4	2	-3	-2	11
COCCNC(=O)[C@@]1(C)C=C[C@@H](Cc2ccccc2)N1C(=O)c1ccccc1	20	4	i	1	-0.6	-6	0	-13	2
Cn1c(N)nc2nc(CCc3ccccc3)c(=O)[nH]c2c1=O	6	2	.	-4	0.3	12	-4	1	-2
CC(C)C(NS(=O)(=O)c1cc(C(=O)O)ccc1Cl)C(=O)O (configuration not stated)	5	-1	i	5	0.3	9	-3	-5	-1
CCOc1ccc(S(=O)(=O)N(C)c2ccc(OCC(=O)NC3=NCCS3)cc2)cc1	-29	1	i	10	0.5	-2	-10	2	18
COc1ccccc1OCC(=O)Nc1nc(-c2ccc(S(=O)(=O)N3CCOCC3)cc2)cs1	27	0	i	2	-0.1	-4	-2	49	-8
Cc1n[nH]c(C)c1CCC(=O)N/N=C/c1c(C)[nH]c2ccccc12	17	-1	i	1	1.9	-1	-4	-6	-4
CC(=O)Nc1ccc(OCC(O)Cn2ccnc2)cc1 (configuration not stated)	2	0	i	4	-1.8	-6	-3	-9	-6
CCOC(=O)CC(=O)Nc1ncnc2c1C(c1ccccc1)c1c(ccc3ccccc13)O2 (configuration not stated)	-1	-1	i	-6	0.6	13	-3	13	24*
CC(C)CCN1C(=O)c2ccc(C(=O)NCC3CCCO3)cc2C1=O (configuration not stated)	-1	-1	i	2	0.9	3	-1	-5	5
CCC(C)COC(c1ccccc1)(c1ccccc1)C(Oc1nc(C)cc(C)n1)C(=O)O (configuration not stated)	-11	-2	i	-4	0.3	-3	-8	1	-9
COc1ccc2[nH]c3c(=O)n(N)c(C)nc3c2c1	7	-1	.	1	0.9	-3	-2	-8	3

The whole of this part, repeating the preview:
SMILES	SKN-1 block	Rin1 Abl inh	Neddyl block	MT1-MMP act inh	MsrA inh	E coli Lon inh	bovine MsrA act	FAS-TE inh	CendR NRP1 mod
NS(=O)(=O)c1ccc(-c2ccc(C=NC3CCS(=O)(=O)C3)o2)cc1 (configuration not stated)	2	-4	i	-3	2.9	-6	-2	-3	-24
OC[C@@H]1CN(Cc2cccnc2)C[C@H](n2cnc3c(NC4CCCC4)ncnc32)O1	4	-1	i	2	-0.5	-6	-5	-8	19
CC(NC(=O)Cc1ccc(NC2=NC3CS(=O)(=O)CC3S2)cc1)c1ccccc1 (configuration not stated)	5	3	i	1	-0.1	-5	-6	-5	-7
Cc1cn([C@H]2C[C@H](O)[C@@H](/C=C/C(=O)NCCc3ccc(S(N)(=O)=O)cc3)O2)c(=O)[nH]c1=O	16	2	i	-1	1.1	-4	-10	1	-5
CC1CCN(c2ncnc3nc[nH]c23)CC1	-18	1	i	-3	0.1	-1	-7	-4	-5
O=C(Nc1cccnc1)Nc1ccc(Cl)cc1Cl	-4	3	i	-3	-1.4	2	-3	-2	11
COCCNC(=O)[C@@]1(C)C=C[C@@H](Cc2ccccc2)N1C(=O)c1ccccc1	20	4	i	1	-0.6	-6	0	-13	2
Cn1c(N)nc2nc(CCc3ccccc3)c(=O)[nH]c2c1=O	6	2	.	-4	0.3	12	-4	1	-2
CC(C)C(NS(=O)(=O)c1cc(C(=O)O)ccc1Cl)C(=O)O (configuration not stated)	5	-1	i	5	0.3	9	-3	-5	-1
CCOc1ccc(S(=O)(=O)N(C)c2ccc(OCC(=O)NC3=NCCS3)cc2)cc1	-29	1	i	10	0.5	-2	-10	2	18
COc1ccccc1OCC(=O)Nc1nc(-c2ccc(S(=O)(=O)N3CCOCC3)cc2)cs1	27	0	i	2	-0.1	-4	-2	49	-8
Cc1n[nH]c(C)c1CCC(=O)N/N=C/c1c(C)[nH]c2ccccc12	17	-1	i	1	1.9	-1	-4	-6	-4
CC(=O)Nc1ccc(OCC(O)Cn2ccnc2)cc1 (configuration not stated)	2	0	i	4	-1.8	-6	-3	-9	-6
CCOC(=O)CC(=O)Nc1ncnc2c1C(c1ccccc1)c1c(ccc3ccccc13)O2 (configuration not stated)	-1	-1	i	-6	0.6	13	-3	13	24*
CC(C)CCN1C(=O)c2ccc(C(=O)NCC3CCCO3)cc2C1=O (configuration not stated)	-1	-1	i	2	0.9	3	-1	-5	5
CCC(C)COC(c1ccccc1)(c1ccccc1)C(Oc1nc(C)cc(C)n1)C(=O)O (configuration not stated)	-11	-2	i	-4	0.3	-3	-8	1	-9
COc1ccc2[nH]c3c(=O)n(N)c(C)nc3c2c1	7	-1	.	1	0.9	-3	-2	-8	3
OCCOc1cccc(CN2CCC(CO)(CCOc3ccccc3)CC2)c1	6	2	i	3	0.4	3	0	-8	11
CCN(CC(=O)NCc1ccc(Cl)cc1)C(=O)CSc1ccc(F)cc1	-6	4	i	1	0.3	0	-3	8	-4
CCCc1cc(=O)[nH]c(SCC(=O)OCc2ccccc2)n1	-20	1	i	0	0.0	-4	-7	-7	-5
Cc1ccc(C)n1CCN1CCN(C(=O)CSc2nc3ccccc3nc2N2CCOCC2)CC1	-16	-3	i	0	-0.4	-4	-12	-5	-3
O=C(NCCc1ccccc1F)C1CC(=O)N(c2ccc3c(c2)OCCO3)C1 (configuration not stated)	12	3	i	-2	0.6	-10	-1	0	10
CC(=O)N1CCc2c(sc(NC(=O)CCS(=O)(=O)c3ccc(C)cc3)c2C#N)C1	8	0	i	-2	-0.8	-7	-1	-5	0
COc1ccccc1N1CCN(C(=O)CSc2nc3ncnc(N)c3[nH]2)CC1	8	-3	i	3	0.6	-10	-2	-5	-20
COc1cc(C)c(-c2cc(C(=O)O)c(C)o2)cc1C(C)C	4	1	i	-7	0.4	-6	-6	-5	-5
CC(=O)Nc1cc(C(=O)OCC(=O)c2ccc(Cl)cc2Cl)ccc1C	0	-3	i	1	-0.2	0	2	-4	6
Cc1cc(/C=C2/SC(=S)N(c3cccc(Cl)c3)C2=O)c(C)n1-c1cccnc1	8	-3	i	-85	0.4	-86	-2	-2	-98
CCCCNC(=O)COC(=O)CCC(=O)c1ccc(F)cc1	-6	-4	i	4	-0.8	-10	5	-1	6
Cc1cccc(C)c1NC(=O)C(C1CC1)n1c(-c2ccc(=O)[nH]c2)nc2ccccc21 (configuration not stated)	-16	.	i	5	-0.3	.	.	.	1
O=C(CSc1nnc2scc(-c3ccccc3)n12)Nc1ccc2c(c1)OCCO2	-23	0	i	.	-0.2	-14	-14	0	-7
O=S(=O)(Nc1ccc(Cl)nn1)c1ccccc1	17	-2	i	-3	0.5	5	0	-4	-4
Cn1cnnc1Sc1cc(N2CCN(S(=O)(=O)c3ccc4ccccc4c3)CC2)ccc1[N+](=O)[O-]	4	-11	i	-10	0.9	-21	-3	64*	2
COc1ccc(OC)c2c1sc(=NC(=O)C1CC1)n2C	6	1	i	13	0.6	6	-7	15	-5
Cc1ccnc(N2CCCC(C(=O)NCc3cccs3)C2)n1 (configuration not stated)	-3	-2	i	0	0.5	5	-9	-10	6
Clc1nc(-c2ccccc2)cc(-c2ccccc2)n1	19	2	i	-3	0.2	-14	-4	24	6
Cc1ccc(CN(C(=O)Cn2nnc3ccccc32)C(C(=O)NCc2ccco2)c2cccs2)cc1 (configuration not stated)	22	-1	i	-5	-1.0	-2	0	19	-8
COC(=O)c1sccc1NC(=O)CSc1ccccc1NS(=O)(=O)c1ccc(Br)cc1	2	-2	i	0	0.7	-5	-4	39	8
CCOC(=O)c1cnn(-c2ccc(C)cc2)c1N	1	-2	i	6	-0.9	-2	-1	-2	-2
CS(=O)(=O)c1cccc(-c2csc(N3CCC(C(N)=O)CC3)n2)c1	19	0	i	6	-0.3	-5	0	3	12
CCNc1nnc(-c2ccncc2)s1	3	-4	.	2	1.5	8	-3	-9	9
CC(=O)c1cccc(NC(=O)COc2ccccc2C(=O)c2cc(C#N)c(=O)n(C3CCCCC3)c2)c1	7	0	i	-3	3.1	-24	-8	14	-4
COc1cc(/C=N/NC(=O)C(=O)NCC2CCCO2)cc(Cl)c1O (configuration not stated)	-7	-1	i	-5	4.3	-2	-8	-3	-4
CC1=CC(=O)O[C@@H]1[C@@]1(C)C[C@H]2OC(=O)C[C@H]3[C@@H](C)C(=O)C(O)=C1[C@@]23CO	4	0	i	2	-0.1	-3	-1	-4	11
Cc1[nH]n(C(N)=S)c(=O)c1N=Nc1cc(-c2ccc(Br)cc2)[nH]n1	-1	2	i	7	0.5	12	-6	8	-17
COc1ccc(N2C(=O)CCC(C(=O)NCc3ccccn3)C2c2ccc(OC)c(OC)c2)cc1 (configuration not stated)	5	2	i	4	-1.1	-2	2	-1	22*

Part of the list above, field by field:
Clc1nc(-c2ccccc2)cc(-c2ccccc2)n1
  SKN-1 block = 19	Rin1 Abl inh = 2	Neddyl block = i	MT1-MMP act inh = -3	MsrA inh = 0.2	E coli Lon inh = -14	bovine MsrA act = -4	FAS-TE inh = 24	CendR NRP1 mod = 6

CCOC(=O)c1cnn(-c2ccc(C)cc2)c1N
  SKN-1 block = 1	Rin1 Abl inh = -2	Neddyl block = i	MT1-MMP act inh = 6	MsrA inh = -0.9	E coli Lon inh = -2	bovine MsrA act = -1	FAS-TE inh = -2	CendR NRP1 mod = -2

The list goes on.
SMILES	SKN-1 block	Rin1 Abl inh	Neddyl block	MT1-MMP act inh	MsrA inh	E coli Lon inh	bovine MsrA act	FAS-TE inh	CendR NRP1 mod
CC1=C(C(=O)N2CCOCC2)C(c2c(F)cccc2F)NC(=O)N1 (configuration not stated)	4	1	i	5	0.1	-11	-4	-6	-2
CCOC(=O)c1c(N)c(C#N)c2n1CCCC2	11	-3	i	-2	-0.2	6	-3	-3	-7
COc1ccc(N(C(=O)c2ccncc2)S(=O)(=O)c2cccs2)cc1	-18	-2	i	6	1.2	-1	-7	1	-6
Cc1ccc(S(=O)(=O)N(C)C)cc1NC(=O)Nc1c(-c2ccccc2)noc1C	-4	-2	i	1	0.1	4	-4	1	0
O=C(O)c1cc([N+](=O)[O-])ccc1Nc1ccccc1	8	2	i	-2	2.5	0	-4	-5	1
CCOC(=O)[C@]12CCC=C1N(Cc1ccc(Cl)cc1Cl)C(=O)[C@H](CC(=O)NCCCN1CCCC1=O)C2	5	.	i	3	0.7	-3	-2	-16	9
O=C(NCc1ccco1)c1ccc(Cn2c(=O)c3sccc3n(Cc3cccc(F)c3)c2=O)cc1	8	5	i	-6	-0.3	4	1	23	7
Cc1ccc(C)c(CSc2nnc(C)c(=O)n2N)c1	10	-5	i	-3	-1.4	-6	-2	-4	-3
CC(=O)c1ccc(Oc2cc(C)nc(N3CCOCC3)n2)cc1	20	-2	i	2	0.0	1	-3	-3	-5
O=C(Oc1ccc(-c2csnn2)cc1)C1CC1	-10	-1	i	13	-1.5	-6	-1	-2	-1
COc1ccc(S(=O)(=O)NCC(c2cccnc2)N2CCN(c3ccccc3)CC2)cc1C (configuration not stated)	5	-2	i	0	1.2	-5	-11	-2	17
